Giardia FBPA inh = Giardia lamblia aldolase inhibition; purified Giardia FBPA; Potency, µM (top dose mostly 59.6 µM), inactives show at the top dose activity, negative = inhibition, actives largely listed as inhibitors; actives 0.71% (n = 290,000); active means well fitted inhibition curve with a large enough effect; inconclusive means small, poorly fitted or top-dose-only effect, or effect the other way; further: nearly all actives have a fitted effect of over 55% in size
Target sequence (A8B2U2 whole entry, looked up): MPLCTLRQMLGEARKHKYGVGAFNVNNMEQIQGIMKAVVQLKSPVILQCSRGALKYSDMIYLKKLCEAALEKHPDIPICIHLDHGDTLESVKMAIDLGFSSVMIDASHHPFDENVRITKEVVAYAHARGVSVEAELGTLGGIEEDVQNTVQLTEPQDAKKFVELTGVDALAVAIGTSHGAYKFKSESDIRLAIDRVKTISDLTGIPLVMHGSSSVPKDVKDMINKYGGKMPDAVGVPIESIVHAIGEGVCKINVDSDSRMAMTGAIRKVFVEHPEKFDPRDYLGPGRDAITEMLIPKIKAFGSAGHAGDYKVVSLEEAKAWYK
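40 nM FBPA preincubated 10 min at RT with compound (up to 57.5 uM final), then substrate plus GAPDH/TPI/NAD/arsenate coupling and diaphorase/resazurin added. Fluorescence read after 20 min at RT, 525/598 nm.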
Numbers without * were called inactive; ? = inconclusive; & = joins results of further samples; [ ] = remark or other dose. On the % scale 0 is the no-effect control and ±100 the full control effect; potency means the concentration at half of the fitted maximal effect. This is a subset; count on the stated rates, not on these rows.

compound	Giardia FBPA inh
O=C(c1cnccn1)N1CCC[C@@]2(CCN(C(c3ccccc3)c3ccccc3)C2)C1	0.7%
CS(=O)(=O)Nc1cccc(-c2nccc(Nc3ccc(F)cc3)n2)c1	-3.8%
Cc1ccc2oc(=O)c3c4cc(O)c(O)cc4oc3c2c1	-7.8%
Cn1cccc1C(=O)N1CCC2(CC1)CCN(c1ccc(-c3ccccc3)cc1)CC2	-0.2%
COC(=O)NC(c1ccc(Cl)cc1)C(C(C)=O)C(=O)OC (centres undefined)	0.2%[12.9 µM]
OCC1OC(c2ccc3c(c2)OCO3)C=CC1Oc1cc(Cl)cc(Cl)c1 (centres undefined)	-4.4%[12.9 µM]
CC(=O)OCC1OC(C#Cc2ccc(C(C)(C)C)cc2)C=CC1OC(C)=O (centres undefined)	5.8%[12.9 µM]
C/C(CCN1CCCCc2nc(C)c(C)cc21)=N\O[C@@H](C)c1cc(-c2c(C)cc(C)cc2C)no1	-0.6%[12.9 µM]
C[N+]1(C)C[C@@H](O)C[C@@H]1C(=O)[O-]	-1.9%[21.7 µM]
C[C@H]1C[C@@H]2[C@@H]([C@@H](O)C[C@@]3(C)[C@H]2CC[C@]3(O)C(=O)CO)[C@@]2(C)C=CC(=O)C=C12	-1.1%[21.7 µM]
CCCCC/C=C\C/C=C\C/C=C\CCCCCCC(=O)NC(C)C(=O)O (centres undefined)	2.8%
C=CCOC(=O)N[C@@H](Cc1ccccc1)/C(C(=O)OC)=C(\C)NCc1ccccc1	-0.8%
C=C[C@H]1CN2CC[C@@H]1C[C@H]2[C@@H](O)c1ccnc2ccccc12	1.4%&0.5%[21.7 µM]
O=C(/C=C/c1cccc([N+](=O)[O-])c1)c1ccccc1	0.4%
C[C@@H]1OC2C3=C(C(=O)[C@H]4O[C@@H]4[C@H]3O)[C@@H]1[C@H]1[C@H](C)OC=C3[C@H](O)[C@H]4O[C@H]4/C(=N\OCc4ccccc4)[C@@]321	-4.0%[12.9 µM]
CCC(C(=O)O)c1ccccc1 (centres undefined)	3.3%
CCNc1ncc2nc(-c3ccc(OC)cc3)c(=O)n(Cc3cccs3)c2n1	3.2%
CNc1ccnc(-c2ccccc2OC)n1	-3.7%
c1cnc(N2CC[C@@]3(CCCNC3)C2)nc1	2.8%
CCOC(=O)C1C(C(=O)OC)=C(c2ccc(F)cc2)c2ccc(OC)cc2N1S(=O)(=O)C(F)(F)F (centres undefined)	-10.6%
CN(C)CCCCSC(=N)N	-1.3%&0.1%
COc1ccc(-c2ccc(C)cc2)cc1C1C2C=CCC(C)C2C(=O)N1Cc1ccccc1 (centres undefined)	5.0%
COC(=O)N[C@@H](/C=C/c1ccccc1)/C(C(=O)OC)=C(\C)NCc1ccccc1	-8.9%
COc1ccccc1C1=Nn2c(nnc2-c2cccc(OC)c2OC)SC1	-6.9%
C[C@@]12CC[C@@H]3c4ccc(O)cc4CC[C@H]3[C@H]1C[C@@H](O)[C@H]2O	1.5%[21.7 µM]
C[C@H]1CC[C@@]2(NC1)O[C@@H]1C[C@H]3[C@@H]4CC[C@@H]5C[C@@H](O)CC[C@@]5(C)[C@@H]4CC[C@]3(C)[C@@H]1[C@@H]2C	0.8%[21.7 µM]
Cc1ccc(S(=O)(=O)N[C@H]2COC(=O)CC=C[C@@H](C)[C@H]3C=C[C@H](O)[C@@H](COC(=O)CC=C[C@H]2C)O3)cc1	2.8%&-0.1%[12.9 µM]
Cc1cccc(CN2CCN([C@@H](c3ccccc3)c3ccc(Cl)cc3)CC2)c1	-9.7%[21.7 µM]
N[C@]1(C(=O)O)CCc2cc(P(=O)(O)O)ccc21	-1.7%
CC(C)CC(CSc1ccc(Br)cc1)N1CCN(CC(C)C)CCC1=O (centres undefined)	12.0%
COc1ccc2c(c1)C(=O)[C@H](OC(=O)NCc1ccco1)[C@@H](c1ccc(OC)c(Br)c1)O2	-1.1%
CCCCC(CC)C/C=C1\CC(C(=O)OCC)Oc2ccccc21 (centres undefined) (tested in a mixture with another compound)	-1.8%[89.2 µM]
O=c1cc(-c2cccc(O)c2)oc2c(O)c(O)ccc12	?
COc1ccc(C(=O)N2CCC3(CC2)CCN(C(c2ccccc2)c2ccccc2)CC3)cc1	-8.1%
COc1ccc(Oc2ncc3nc(-c4ccc(OC)cc4)c(=O)n(C4CC4)c3n2)cc1	1.3%
CN(C)c1ncc2nc(-c3cccc(C#N)c3)c(=O)n(CCC#N)c2n1	3.4%
Cc1c(C)c2c(c(C)c1O)CCC(C)(COc1ccc(CC3SC(=O)NC3=O)cc1)O2 (centres undefined)	-0.8%&-0.6%
CCNc1ncc2nc(-c3ccc(Cl)cc3)c(=O)n(-c3ccc(OC)cc3)c2n1	-4.6%
COc1c(-c2coc3cc4c(cc3c2=O)CC(OC(C)=O)C(C)(C)O4)ccc2c1C=CC(C)(C)O2 (centres undefined)	-8.2%
COCC1=C2c3ccccc3[C@@H]3CNC(=O)C3(C(=O)OC)C[C@@H]2n2c(=O)n(-c3ccccc3)c(=O)n2C1 (some centres undefined)	4.0%&0.5%
CN1CCN(c2ncc3nc(-c4cccs4)c(=O)n(CCc4ccccc4)c3n2)CC1	5.4%
C=C1c2cccc(OC)c2O[C@H](C(=O)OCC)[C@@H]1CCC(C)C	-5.8%[89.2 µM]
Cc1cnc(CNc2ncncc2-c2cccc(C#N)c2)cn1	-0.7%
CSc1cc2c(cc1C(F)(F)F)N(C(=O)Nc1cccnc1)CC2	3.2%&-0.5%
COc1ccccc1CNc1ncncc1-c1ccc(C(=O)N(C)C)cc1	-5.7%
Cc1noc(C)c1C(=O)N1CCC2(CCN(Cc3ccncc3)CC2)CC1	-0.2%
CC(O)C#C[Si](C)(C)c1ccccc1 (centres undefined)	2.4%
c1cnc(N2CC3(CCNCC3)C2)nc1	-9.1%
COc1cccc(Cn2c(=O)c(-c3cccs3)nc3cnc(N4CCNCC4)nc32)c1	-9.7%
COc1ccc2[nH]cc(CCNc3ncncc3-c3ccc4c(c3)OCO4)c2c1	-20.9%

Next section
compound	Giardia FBPA inh
COc1ncc2ncc(=O)n(C)c2n1	-0.6%
COCCn1c(=O)c(-c2cc(F)cc(F)c2)nc2cnc(N3CCN(C)CC3)nc21	-4.4%
CC(C)NC(=O)N1CCC2(CC1)CCN(C(=O)Oc1ccccc1)CC2	4.7%
NCC(=O)N[C@@H](CCCN=C(N)N)C(=O)NCC(=O)N[C@@H](CCC(=O)O)C(=O)N[C@@H](CO)C(=O)O	2.8%
COc1ccc(-n2c(=O)c(-c3cccs3)nc3cnc(Oc4ccccc4)nc32)cc1	6.2%
CN1CC(CNC(=O)OCc2ccccc2)CC2c3cccc4c3c(cn4C)CC21 (centres undefined)	-16.4%
CCCn1c(C)nc2c(NC3CCCCC3)nc(C)nc21	1.0%
CC(=O)Nc1ccc(SCC(c2ccccc2)N2CCN(CC(C)C)CCC2=O)cc1 (centres undefined)	1.3%
O=c1ccc2cc(OC3OC(CO)C(O)C(O)C3O)c(O)cc2o1 (centres undefined)	-2.1%
CCC1C(=O)CC2CCN3C(=O)CCC1C23 (centres undefined)	4.2%
CC[C@H]1C(c2ccccc2)=NN(c2ccccc2)[C@@H]1CO	-10.3%[89.2 µM]
COc1cccc(-c2cncnc2Nc2ccc(F)cc2)c1	-7.7%
COCCn1c(=O)c(-c2cccs2)nc2cnc(Oc3cccc(Cl)c3)nc21	-22.8%
O=S(=O)(c1ccccc1)N1CCC2(CCN(c3cccc(-c4ccccc4)c3)CC2)CC1	0.5%
N#Cc1cccc(-c2cc(-n3ccnc3)ncn2)c1	-6.1%
Nc1ccc(CCNc2ncnc3c2ncn3C2OC(CO)C(O)C2O)cc1 (centres undefined)	-0.2%
CN1CCN(c2ncc3ncc(=O)n(Cc4cccs4)c3n2)CC1	0.7%
C#C[C@]1(O)CC[C@H]2C3CCC4=Cc5oncc5CC4(C)C3CCC21C (some centres undefined)	-4.7%
CC(C)C[C@H](NC(=O)[C@H](Cc1c[nH]c2ccccc12)NC(=O)[C@H](CCCCN)NC(=O)CNC(=O)[C@H](CC(C)C)NC(=O)[C@H](CO)NC(=O)[C@@H](N)Cc1cnc[nH]1)C(=O)NCC(=O)N[C@@H](Cc1cnc[nH]1)C(=O)N1CCC[C@H]1C(=O)N[C@@H](CC(=O)O)C(=O)N[C@@H](CCCCN)C(=O)N[C@@H](Cc1ccccc1)C(=O)O	-0.1%
CC(C)CO/N=C1/C[C@@H](O)[C@@H](O)[C@@H]2[C@@H]3C(=O)N(Cc4ccccc4)C(=O)[C@H]3CC[C@@H]12	-0.7%[12.9 µM]

As a working copy, some entries already given:
compound	Giardia FBPA inh
CC(C)C[C@H](NC(=O)[C@H](Cc1c[nH]c2ccccc12)NC(=O)[C@H](CCCCN)NC(=O)CNC(=O)[C@H](CC(C)C)NC(=O)[C@H](CO)NC(=O)[C@@H](N)Cc1cnc[nH]1)C(=O)NCC(=O)N[C@@H](Cc1cnc[nH]1)C(=O)N1CCC[C@H]1C(=O)N[C@@H](CC(=O)O)C(=O)N[C@@H](CCCCN)C(=O)N[C@@H](Cc1ccccc1)C(=O)O	-0.1%
CC(C)CO/N=C1/C[C@@H](O)[C@@H](O)[C@@H]2[C@@H]3C(=O)N(Cc4ccccc4)C(=O)[C@H]3CC[C@@H]12	-0.7%[12.9 µM]

Continuation.
compound	Giardia FBPA inh
Cc1noc(C)c1-c1ccc2ncnc(NCc3cccc(C(F)(F)F)c3)c2c1	-2.5%
COc1ccccc1-c1cncnc1Nc1ccccc1	-1.2%
CCCCC[C@H](O)/C=C/[C@H]1OC(O)C[C@H](O)[C@@H]1C/C=C\CC(=O)O (some centres undefined)	2.6%
CC(C)=CCC/C(C)=C/CO/N=C1/[C@H]2O[C@@H]2[C@@H](O)[C@H]2[C@H]1CCn1c(=O)n(-c3ccccc3)c(=O)n12	3.0%[12.9 µM]
Cc1ccccc1Nc1oc(-c2ccccc2)nc1-c1ccccc1	-3.1%
COc1ccc2[nH]cc(CCNc3ncncc3-c3ccccc3CN(C)C)c2c1	1.7%
O=C(c1ccco1)N1CCC[C@@]2(CCN(c3ccccn3)C2)C1	-1.3%
Cc1cccc(C)c1NC(=O)[C@H](C)N	0.1%[21.7 µM]
C[C@H]1C2=C3C(CC[C@H]4C(OCc5ccc(F)cc5C(F)(F)F)OC[C@](C)([C@@H]34)N(C(=O)OC(C)(C)C)C2)C(CO)C1CO (some centres undefined)	-7.2%
Nc1ccc(-c2nc3ccc(-c4nc5ccc(N)cc5[nH]4)cc3[nH]2)cc1	-13.8%&-7.9%&0.1%
COC(=O)CC1c2ccccc2C(Cc2ccc3c(c2)OCO3)=C(C)N1C(=O)OC (centres undefined)	-2.1%
CCCCc1nc2c(c3c1C[C@H](C)OC3)CN(C(=O)NCc1ccco1)CC2	0.5%[12.9 µM]
O=C1CCc2c(ccc3ccccc23)O1	0.5%
CN(Cc1ccco1)c1ncncc1-c1cccc(NS(C)(=O)=O)c1	-2.4%
Fc1ccc(Nc2nc(-c3cccnc3)nc3ccccc23)cc1	-5.2%
C[C@H]1CC[C@@]2(NC1)O[C@@H]1C[C@H]3[C@@H]4CC=C5C[C@@H](O)CC[C@]5(C)[C@@H]4CC[C@]3(C)[C@@H]1[C@@H]2C	1.6%[21.7 µM]
CN1CCC2=C[C@H](O)[C@@H]3OC(=O)c4cc5c(cc4[C@H]3[C@H]21)OCO5	-0.5%[21.7 µM]
COc1ccc(C2=Nn3c(nnc3-c3ccccc3C)SC2)cc1	2.5%
CC1NC(=O)C(N)CNC(=O)C(C2CCN=C(N)N2)NC(=O)/C(=C/NC(N)=O)NC(=O)C(CNC(=O)CC(N)CCCN)NC1=O (centres undefined)	6.2%
Cc1cnc(CNc2ncncc2-c2c(C)noc2C)cn1	-7.9%

Grouped by structure, those above with a Cl atom (5)
compound	Giardia FBPA inh
COC(=O)NC(c1ccc(Cl)cc1)C(C(C)=O)C(=O)OC (centres undefined)	0.2%[12.9 µM]
OCC1OC(c2ccc3c(c2)OCO3)C=CC1Oc1cc(Cl)cc(Cl)c1 (centres undefined)	-4.4%[12.9 µM]
Cc1cccc(CN2CCN([C@@H](c3ccccc3)c3ccc(Cl)cc3)CC2)c1	-9.7%[21.7 µM]
CCNc1ncc2nc(-c3ccc(Cl)cc3)c(=O)n(-c3ccc(OC)cc3)c2n1	-4.6%
COCCn1c(=O)c(-c2cccs2)nc2cnc(Oc3cccc(Cl)c3)nc21	-22.8%

Following part:
compound	Giardia FBPA inh
COCCNc1cc(-c2c(C)noc2C)ncn1	-0.3%
O=C1[C@H]2[C@H]3[C@H](O)[C@H](O)C/C(=N/OCc4ccccc4)[C@@H]3CC[C@@H]2C(=O)N1C1CCCCC1	-0.8%[12.9 µM]
CC1CC2C3CCC4=CC(=O)C=C[C@@]4(C)[C@]3(F)C(O)C[C@]2(C)[C@]1(O)C(=O)COP(=O)(O)O (some centres undefined)	-0.6%
COc1ccc(NC(=O)N2CC3(CCN(C(=O)c4c(C)noc4C)CC3)C2)cc1	-6.9%
CCC1=C2CC[C@H]3C(=O)N(C)C(=O)[C@H]3[C@H]2[C@@]2(C)C(=NCC(=O)OC)OC(=O)N2C1=O	9.1%
COc1ccc(-c2cccc(C3C4C=CCCC4(C)C(=O)N3Cc3ccccc3)c2)cc1 (centres undefined)	-3.2%
COc1cccc2c1CCC1=CC(=O)CC[C@@]12C	-7.3%
O=c1cnc2cnc(N3CCNCC3)nc2n1C1CC1	-0.8%
COc1cccc([C@@H]2Oc3ccc(OC)cc3C[C@H]2O)c1	2.6%
O=C1NC(=O)C(=O)C(=O)N1	?
O=c1c(-c2ccc(F)c(F)c2)nc2cncnc2n1Cc1ccccc1	-10.8%
CC(=O)N1CCC2(CC1)CN(Cc1cc(C(F)(F)F)cc(C(F)(F)F)c1)C2	2.2%
CC(C)NC[C@@H](O)COc1ccccc1-n1cccc1	3.0%
C[C@H](CO)NC(=O)[C@H]1C[C@@H]1[C@H](NP(=O)(c1ccccc1)c1ccccc1)c1ccccc1	6.3%
CCCN1[C@@H]2C[C@@H](O)CC[C@@H]2C[C@H]1C(=O)OC	-11.7%

Assay outcomes: PubChem, National Center for Advancing Translational Sciences (NCATS)
